TAG inh: triacylglycerol accumulation inhibition. H9c2 cells, Nile Red lipid (TAG) fluorescence; cells loaded with 200 µM oleic acid. inhibition, % at 12.5 µM. hit rate 0.66% among 230,000;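 active = pattern-corrected inhibition of lipid staining of at least 50% with the nuclear-stain viability signal not falling by more than 50%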;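 note: 0% = DMSO wells and 100% = triacsin C control wells; some results filed as inactive read as strong as hits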
TAG inh DAPI viability: recorded beside TAG inh, whose call it bears; DAPI nuclei signal change (viability), lower = more cytotoxic, %;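 whole-well DAPI fluorescence read on a plate reader as a viability signal; minus 50 percent equals half of cells still viable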
Active calls of the source: *. An excerpt, so the mix of outcomes need not match the whole.

SMILES | TAG inh | TAG inh DAPI viability
COCCNC(=O)Nc1ccc2c(c1)N(C)C(=O)c1ccccc1S2 | -6.7 | -5.4
O=C1C(C=NCc2cccnc2)=C(O)c2ccccc21 | 7.1 | -1.6
O=S1(=O)CCN2N=C(C3CC3)SC2=N1 | 7.5 | 5.8
Cc1ccccc1/C=N/N=C1/NC(=O)CCS1 | 9.1 | -0.3
O=C(O)c1ccc(CSc2nc3ccccc3[nH]2)cc1 | -5.0 | -0.1
O=C(NCc1cccs1)C1CCN(S(=O)(=O)c2ccccc2F)CC1 | 1.3 | -5.0
O=C(NCCc1ccc([N+](=O)[O-])cc1)c1ccccc1 | -4.8 | 0.1
CCOc1ccccc1N1CC(C(=O)N(CC)CC(=O)Nc2ccc3c(c2)OCCO3)CC1=O (centres undefined) | -4.9 | 3.1
C#Cc1ccc([C@@H]2C=C(C(=O)NCc3ccccc3)O[C@H](OCC)[C@H]2CCCO)cc1 | -9.5 | 0.0
O=C(NCc1ccc2c(c1)OCO2)C1CCC(CNc2c(N3CCCCC3)c(=O)c2=O)CC1 (centres undefined) | -5.7 | 4.5

4 entries from above, field by field:
Cc1ccccc1/C=N/N=C1/NC(=O)CCS1
  TAG inh: 9.1	TAG inh DAPI viability: -0.3

O=C(O)c1ccc(CSc2nc3ccccc3[nH]2)cc1
  TAG inh: -5.0	TAG inh DAPI viability: -0.1

O=C(NCc1cccs1)C1CCN(S(=O)(=O)c2ccccc2F)CC1
  TAG inh: 1.3	TAG inh DAPI viability: -5.0

O=C(NCCc1ccc([N+](=O)[O-])cc1)c1ccccc1
  TAG inh: -4.8	TAG inh DAPI viability: 0.1

Following part.
SMILES | TAG inh | TAG inh DAPI viability
CC(C)CCSc1nnc(N)s1 | 9.7 | -2.5
CC(C)Cc1cc(C(=O)NCCCN2CCOCC2)no1 | 3.6 | -6.5
Cc1ccc(C2(C)NC(=O)N(CC(=O)NNC(=O)c3ccoc3C)C2=O)cc1 (centres undefined) | 3.4 | 3.9
COc1cccc(-c2cc(C(=O)NCC3CCCO3)c3cc(Br)cc(C)c3n2)c1 (centres undefined) | -38.1 | 7.9
O=c1c2c([nH]c3ccc(Br)cc13)CCCC2 | 3.4 | 3.4
CCCNC(=O)C1(C)CCCN(C(=O)c2ccccc2F)C1 (centres undefined) | 1.0 | -7.4
CC(C)C12CN3CC(C(C)C)(CN(C1)C3c1ccccc1O)C2=O (centres undefined) | -40.5 | 7.5
COCCN(C(=O)CSCC(=O)Nc1cccc(C)c1)c1c(N)n(Cc2ccccc2)c(=O)[nH]c1=O | -2.6 | 6.5
CCOC(=O)C1=NOC(CNC(=O)C2=NOC(CNC(=O)c3c(-c4ccccc4Cl)noc3C)C2)C1 (centres undefined) | -3.4 | -13.9
O=CNCc1nc2ccccc2n1CCCc1ccccc1 | 11.8 | 1.9

Quoted from the listing.
`O=C(NCc1cccs1)C1CCN(S(=O)(=O)c2ccccc2F)CC1` in TAG inh is entered as 1.3
`O=c1c2c([nH]c3ccc(Br)cc13)CCCC2` in TAG inh DAPI viability is entered as 3.4

Entries from the list above that contain an NH in an aromatic ring, in the order listed:
SMILES | TAG inh | TAG inh DAPI viability
O=C(O)c1ccc(CSc2nc3ccccc3[nH]2)cc1 | -5.0 | -0.1
O=c1c2c([nH]c3ccc(Br)cc13)CCCC2 | 3.4 | 3.4
COCCN(C(=O)CSCC(=O)Nc1cccc(C)c1)c1c(N)n(Cc2ccccc2)c(=O)[nH]c1=O | -2.6 | 6.5

Additional entries
SMILES | TAG inh | TAG inh DAPI viability
COc1ccc(CN2C(=O)c3ccccc3C2=O)cc1C(=O)N(C)CC(=O)Nc1ccc(C)cc1 | -8.0 | 2.7
Cc1cc(C)n(-c2cc(N3CCN(C(=O)c4cccc(F)c4)CC3)ccc2[N+](=O)[O-])n1 | -46.3 | -3.8
Cc1ccc(CNC(=O)CN2C(C)CCCC2C)cc1 (centres undefined) | -29.4 | 6.4
O=C(NNC(=O)c1cc(F)c(F)cc1Cl)c1ccc(NS(=O)(=O)c2cccs2)cc1 | -5.6 | -2.9
COCCCNc1nc2c(c(=O)[nH]c(=O)n2C)n1CC(O)COc1ccccc1 (centres undefined) | -6.7 | -4.4
CCCCC(=O)Nc1nc(-c2ccc(S(=O)(=O)N3CCOCC3)cc2)cs1 | -5.4 | -0.6
Cc1cc(NC(=O)CSc2nnc(-c3ccc4c(c3)OCCO4)o2)no1 | 4.2 | -2.0
O=C(CNC(=O)c1ccccc1)OCC(=O)c1ccccc1Cl | -2.7 | 5.7
CCN(CC)c1ccc(/C=N\NC(=O)c2cccc3cc[nH]c23)cc1 | -5.5 | 16.6
COC(=O)CC/C(O)=C1\C(=O)CC(C)(C)CC1=Nc1ccccc1OC | 11.9 | 9.5
Nc1nc(-c2ccccc2)c(-c2ccccc2)o1 | 4.0 | 1.6
COc1ccc(NC(=O)CSc2ccc(-c3ccco3)nn2)c(OC)c1 | -6.3 | 1.8
CCc1c(C)sc(NC(=O)c2cc(-c3ccc(O)cc3)on2)c1C#N | 16.4 | -2.4
CCOC(=O)C1CCN(C(=S)Nc2ccc(C)cc2)CC1 | -15.5 | 4.4
CN(C)C(CNC(=O)c1ccc(OCc2cn3ccccc3n2)cc1)c1ccco1 (centres undefined) | 0.2 | 13.0
CC(=O)NNC(=O)CCn1nnc(-c2ccc(Cl)cc2)n1 | -16.6 | 2.5
Cc1onc(-c2ccccc2)c1C(=O)Nc1cccc(OC(C)C)c1 | -22.7 | 1.8
COc1ccc(NC(=O)N2CCCC2)cc1OC | 14.7 | -5.2
CC(=O)Nc1ccc(/C=N/Nc2ccc(C(=O)c3c(C)cc4ccccn34)cc2[N+](=O)[O-])cc1 | 12.0 | -7.1
O=C(c1cncc(Br)c1)N1CCN(c2ccc(N3CCOCC3)nn2)CC1 | 8.1 | -5.5
COc1cc(C(=O)Nc2cccc(NC(=O)c3ccccc3)c2)cc(OC)c1OC | 1.7 | 3.7
COc1ccc([C@H]2CC(=O)C=C(c3ccc4c5c(cccc35)CC4)C2)cc1 | 4.3 | -5.5
CCOC(=O)C1CCN(CC(=O)Nc2ccc(OC)c(Cl)c2)CC1 | 3.1 | -7.3
c1ccc(-c2csc(N3CCSCC3)n2)cc1 | 2.0 | 2.0
CN(C(=O)c1ccno1)c1nnc(-c2ccccn2)s1 | -0.5 | 12.6
CC(=O)N[C@@H](Cc1c[nH]c2ccccc12)C(=O)OCC(=O)Nc1ccc(Cl)c(S(=O)(=O)N(C)C)c1 | 0.2 | 4.1
O=C(CSc1ccccc1)Nc1ccncc1 | -13.9 | -0.8
CCOC(=O)N1CCN(C(=O)c2ccc3c(=O)n(CCC4=CCCCC4)c(=S)[nH]c3c2)CC1 | 18.8 | -11.3
C[C@@H](C(=O)NCC1CC1)[C@H]1C[C@]1(C)[C@H](NC(=O)OCc1ccccc1)c1ccccc1 | -0.3 | 6.4
Cc1nc2c(s1)sc1ccccc12 | 23.0 | -12.0
CC(=O)c1ccc(N=Nc2ccc(N)cc2)cc1 | 10.1 | -3.4
COc1ccc(Cn2c(C)c(C)c(C#N)c2NC(=O)Nc2cccc(Cl)c2)cc1 | 6.0 | -7.9
CCOC(=O)C(C)NC(=O)Cn1ncc2c(=O)oc3ccc(C)cc3c21 (centres undefined) | -7.2 | 4.1
CN(C)C(=O)c1cn(-c2ccccc2)nc1-c1cccc([N+](=O)[O-])c1 | 10.2 | -1.6
Cn1c(=O)c(=O)n(C)c2cc(S(=O)(=O)N3CC(=O)N(CCc4ccccc4)C(=O)C3)ccc21 | -3.9 | 0.0
Cc1ccc2nsnc2c1NC(=O)c1ccc([N+](=O)[O-])cc1 | -27.1 | -6.2
CC(=O)Cc1nsc(NC(=O)c2cc(-c3ccccc3Cl)oc2C)n1 | -21.8 | 9.7
COC(=O)CNC(=O)C1CCN(C(=O)OCc2ccccc2)CC1 | 2.3 | -7.7
O=C(NCCc1ccccc1)C1CCN(C(=O)NCc2ccccc2)CC1 | 11.9 | 8.9
O=[N+]([O-])c1ccc(N/N=C/c2ccc(OCc3cccc4ccccc34)cc2)nc1 | -3.5 | 28.8
O=C(c1ccccc1F)N1CCN(C(=O)C2CC2)CC1 | -2.3 | 0.3
CCc1nc2c(OCc3c(C)noc3C)cccn2c1N(C=O)Cc1ccc(OC)cc1 | 2.2 | 4.7
C/C(Cn1nnc([N+](=O)[O-])n1)=N\NC(=O)c1ccncc1 | -0.8 | 5.5
O=C(O)COc1c(-c2ccco2)oc2ccccc2c1=O | -9.0 | -9.2
COCCNC(=O)CN(C(=O)CCC(=O)Nc1cc(C)on1)c1ccc(C)cc1C | -4.5 | 4.4
O=C(CN1CCCc2ccccc21)N/N=C/c1ccccc1 | -8.1 | 11.4
CCOc1ccc(NC(=S)Nc2ccccc2C2(C)CC2)cc1 | -3.4 | -9.8
O=C(N/N=C/c1cn(-c2ccccc2)nc1-c1cccnc1)c1cccnc1 | 9.7 | -1.0
CCOC(=O)c1c(NC(=S)N2CCN(C)CC2)sc2c1CCN(C(=O)OCC)C2 | 110.0 | -81.8
O=C(O)/C=C/C(=O)Nc1ccc(OC(F)F)cc1 | -16.3 | 3.0

Entries of single compounds, quoted from the list. Values in the order: TAG inh	TAG inh DAPI viability
C/C(Cn1nnc([N+](=O)[O-])n1)=N\NC(=O)c1ccncc1 as listed: -0.8	5.5
O=C(O)/C=C/C(=O)Nc1ccc(OC(F)F)cc1 as listed: -16.3	3.0
O=C(CN1CCCc2ccccc21)N/N=C/c1ccccc1 as listed: -8.1	11.4
CCc1nc2c(OCc3c(C)noc3C)cccn2c1N(C=O)Cc1ccc(OC)cc1 as listed: 2.2	4.7

(further entries)
SMILES | TAG inh | TAG inh DAPI viability
CCCc1nnc(SCc2ccc(OC)cc2)n1N | -1.1 | -3.0
O=C(Nc1ccc(C(=O)N2CCOCC2)cc1)c1cccs1 | -0.4 | 0.9
O=C(C1CCCN(S(=O)(=O)c2cccc3cccnc23)C1)N1CCN(c2ccc(F)cc2)CC1 (centres undefined) | -15.6 | 3.8
COc1ccc(Cl)cc1N1CC(C(=O)Nc2nccs2)CC1=O (centres undefined) | 9.5 | 1.9
c1ccc(-c2nc3nonc3nc2-c2ccccc2)cc1 | -9.4 | 15.5
CC1(C)Cc2c(c(-c3ccccc3)[nH]c(=O)c2C#N)CS1 | 6.1 | 0.1
CCOC(=O)N1CCN(S(=O)(=O)c2ccc(C)c([N+](=O)[O-])c2)CC1 | 0.9 | -17.2
NS(=O)(=O)c1ccc(CCNC(=O)c2cccc(S(=O)(=O)N3CCc4ccccc43)c2)cc1 | -1.2 | 4.3
CCOCCCNC(=S)NCCCNc1nc2c(C)c(C)ccc2cc1C#N | -2.3 | 72.1
CCCCn1c(N)c(N(C)C(=O)CCCn2c(=O)oc3ccccc32)c(=O)[nH]c1=O | 10.1 | -5.2
COc1ccc(C(=O)/C=C/c2cccc(OCc3ccccc3)c2)cc1CSCC(=O)O | -3.0 | 1.5
CN(C)CCCNc1oc(-c2ccccc2Cl)nc1S(=O)(=O)c1ccccc1 | -9.3 | 4.8
O=C(NNC1=C(C(=O)C(F)(F)F)CCC1)c1cccnc1 | 2.4 | -3.3
COc1ccc(C(=O)C2CCCN(C(=O)CCc3ccccn3)C2)c(C)c1 (centres undefined) | -5.0 | -9.3
COc1cccc(-n2nnc3c(=O)n(CC(=O)Nc4ccc(C)cc4)cnc32)c1 | 9.1 | -9.2
CCc1ccc(NC(=O)NNC(=O)CCc2ccccc2)cc1 | -15.6 | 0.0
COC(=O)c1ccc(NC(=S)NCCCN2CCCC2=O)cc1 | -1.5 | 2.8
CCCCC(=O)N(C)c1c(CC)nc2c(OCCOC)cccn12 | 14.0 | -2.0
CCCCOCC(O)CCc1n[nH]c(=S)n1-c1ccccc1 (centres undefined) | -1.7 | 10.0
CCc1ccc(CN(C)C(C)C(=O)Nc2ccc(S(=O)(=O)N3CCCC3)cc2)cc1 (centres undefined) | -11.9 | -0.6
C=CCn1c(COc2ccc(Cl)cc2)nnc1SCC(=O)N1CC(=O)Nc2ccccc21 | -10.3 | -0.2
Cc1ccc2nc(SC(C)C(=O)N3CCCC3)[nH]c2c1 (centres undefined) | -9.0 | 1.8
Cc1c(NC(=O)C(C)Oc2ncnc3ccccc23)c(=O)n(-c2ccccc2)n1C (centres undefined) | -9.4 | 3.5
CC[n+]1ccc(C)c2cc(SC(F)(F)F)ccc21 | 10.4 | -4.3
O=C(O)c1ccccc1C(=O)Nc1ccc(-n2ccc(C(F)(F)F)n2)cc1 | 9.6 | 1.9
Cc1ccccc1NC(=O)COC(=O)C1CC2CCCC(C1)C2=O (centres undefined) | -69.7 | 21.8
Cc1cc2ccccn2c1C(=O)c1cccc([N+](=O)[O-])c1 | -16.1 | 10.1

Screening results: PubChem BioAssay, Sanford-Burnham Center for Chemical Genomics
